# HSF1 inh: HSF1 inhibition | actives 0.77% (n = 300,000) | activity change, negative = inhibition, % at 7.5 µM (by protocol) | NIH3T3-HGL HSE-luciferase, MG132-induced, luminescence 8 h; hits give low values;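 active = more than half of replicate wells show activity change below -50%, luminescence cut by over half; inconclusive = some wells, but at most half, below -50%; inactive = no replicate well below -50%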;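 also: luciferase reports HSF-1 transcriptional activity via heat shock element; 0% = median of DMSO wells and -100% = zero luminescence signal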
# HIF act: HIF pathway transcriptional activation; activation, % at 7.5 µM (by protocol); U2OS HRE-luciferase reporter, luminescence; normalized: DMSO 0%, desferrioxamine 100%; actives 0.32% (n = 300,000);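 active = mean activation of at least 10% of the iron chelator positive control signal, with at least half of replicates also reaching 10%; inconclusive = mean and replicate majority disagree about reaching 10%; inactive = mean and most replicates under 10%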
# GSK3B inh: blocks human GSK3beta kinase activity | GST-GSK3beta kinase, ADP-Glo luminescence, 60 min; hits give low values | actives 0.038% (n = 300,000) | activity score (negative = inhibition), % at 10 µM;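 active = more than half of replicate wells score below -50%, meaning over 50% inhibition versus plate controls; inconclusive = some replicates but at most half score below -50%; inactive = no replicate scores below -50%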;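 also: 0% = median DMSO wells and -100% = median GW8510 positive control wells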
# Target sequence (P49841 whole entry, looked up): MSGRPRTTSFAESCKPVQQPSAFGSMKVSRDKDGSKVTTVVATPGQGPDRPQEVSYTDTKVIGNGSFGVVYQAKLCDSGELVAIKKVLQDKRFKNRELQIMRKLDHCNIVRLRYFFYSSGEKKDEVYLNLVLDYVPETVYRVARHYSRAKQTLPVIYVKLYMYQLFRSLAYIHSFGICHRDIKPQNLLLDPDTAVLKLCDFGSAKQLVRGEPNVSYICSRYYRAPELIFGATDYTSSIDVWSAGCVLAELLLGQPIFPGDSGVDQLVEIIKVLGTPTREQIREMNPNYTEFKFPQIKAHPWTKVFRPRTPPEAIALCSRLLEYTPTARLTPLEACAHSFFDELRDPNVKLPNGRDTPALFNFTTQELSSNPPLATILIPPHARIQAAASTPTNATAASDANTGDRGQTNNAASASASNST
#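 test system = GST-tagged human GSK3beta kinase, cell-free | reagent = 25 µM ATP with peptide substrate | dosing = one dose of 10 µM per compound | schedule = 60 min reaction, RT | detection = luminescent ADP-Glo measurement of ADP formed | control set = DMSO neutral wells and GW8510 at 20 µM as positive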
# AI-2 QS modul: modulates the Vibrio harveyi AI-2 quorum sensing system. Vibrio harveyi JMH597 AI-2 luminescence/OD600 ratio, 9 h; hits give low values; strain lacks LuxN and CqsS sensors; 0 = neutral-control median. activity change, % at 7.5 µM. actives 0.4% (n = 300,000); in the data active = activity change below about -75%, passing the limit was not always enough; inconclusive = no clear call, values can overlap the other calls;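 also: luminescence divided by OD600 gain over 9 h not by final OD600 alone; inactives centre near 13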
# KLF5 inhibitor: kruppel-like factor 5 inhibition. DLD-1 KLF5 promoter-luciferase reporter, luminescence. inhibition, % at 5 µM. actives 0.23% (n = 290,000);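 active = inhibition above a per-plate limit of that plate's mean compound inhibition plus 3 SD, cut at about 60% in these data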;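 also: 0% = DMSO wells and 100% = LY294002 at 200 µM; higher means less KLF5 promoter-driven luciferase light; inactives centre near -14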
# IEC-6 cytotox: kills IEC-6 intestinal cells in KLF5 counter-screen; IEC-6 cytotoxicity, luminescence viability; AID 1825; inhibition, % at 5 µM; actives 0.78% (n = 290,000); in the data active = inhibition above about 22%;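 also: 0% = plate median of test compound wells and 100% = cytotoxic reference compound wells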
# HSP90 refold inh: inhibitors of HSP90 luciferase refolding in rabbit reticulocyte lysate | luciferase refolding luminescence, 3 h | inhibition, % at 5.6 µM | actives 0.91% (n = 290,000) | AID 1789;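 active = inhibition above the screen-wide mean plus 3 SD, computed separately per campaign, cut at about 16% in these data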;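 also: 0% = DMSO wells and 100% = 60 µM geldanamycin wells; inhibitors lower the luminescence because luciferase stays unfolded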
# aSyn UTR inh: 5' untranslated region of α-synuclein, MLPCN primary screen | alpha-synuclein 5'UTR reporter, inhibitor activity | inhibition, % (tested at 7.5 µM) | actives 0.82% (n = 300,000); in the data active = inhibition above about 60%; inconclusive = no clear call, values can overlap the other calls;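 also: H4 neuroglioblastoma cells stably carrying SNCA 5'UTR luciferase fusion; 0% = DMSO wells and 100% = positive control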
# HSF1 activator: increases HSF-1 driven luciferase reporter signal; NIH3T3-HGL HSF-1 luciferase reporter, MG132, 8 h; 100% = twice DMSO control signal; activation, % at 9 µM; actives 1.7% (n = 300,000);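 active = mean replicate activation of at least 50% with a set share of replicates each reaching 50%; inconclusive = only one of those two conditions met; inactive = mean below 50% and too few replicates reaching it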;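 also: 0% = median of the neutral control wells and 100% = twice that signal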
# GSK3A inh: inhibitors of human GSK-3 alpha kinase; P49840; ADP-Glo luminescence, 60 min; inhibition, % at 10 µM; actives 0.1% (n = 320,000); AID 2650;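 in the data active = inhibition above about 50%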;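 also: GST-tagged GSK-3 alpha with peptide substrate and 25 µM ATP; 0% = DMSO neutral wells and 100% = GW8510 positive control wells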
# Target sequence (P49840 whole entry, looked up): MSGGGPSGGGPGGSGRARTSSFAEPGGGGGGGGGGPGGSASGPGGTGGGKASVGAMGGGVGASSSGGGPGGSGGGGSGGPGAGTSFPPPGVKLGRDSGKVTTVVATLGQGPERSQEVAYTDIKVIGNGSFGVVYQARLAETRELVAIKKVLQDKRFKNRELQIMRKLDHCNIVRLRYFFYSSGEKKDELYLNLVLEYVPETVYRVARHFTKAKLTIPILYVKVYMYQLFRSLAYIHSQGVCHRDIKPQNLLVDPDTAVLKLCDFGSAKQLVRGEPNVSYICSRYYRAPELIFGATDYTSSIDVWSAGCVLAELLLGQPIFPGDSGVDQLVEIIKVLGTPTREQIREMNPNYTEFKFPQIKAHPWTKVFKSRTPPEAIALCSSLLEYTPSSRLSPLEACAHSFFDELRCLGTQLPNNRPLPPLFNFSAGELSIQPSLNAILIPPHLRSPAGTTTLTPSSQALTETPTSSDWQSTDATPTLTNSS
# Active calls of the source: *; ? = inconclusive; nt = no result given. The order is random; about 4.7% have a hit in one of these screens.
SMILES,HSF1 inh,HIF act,GSK3B inh,AI-2 QS modul,KLF5 inhibitor,IEC-6 cytotox,HSP90 refold inh,aSyn UTR inh,HSF1 activator,GSK3A inh
CC1CCN(S(=O)(=O)c2cccc(C(=O)NCc3cccs3)c2)CC1,-10,-0.4,1,7,-16,-2,-1,1,0,-1
O=C(C1CCN(c2nc(-c3ccccc3)nc3c2CCC3)CC1)N1CCC(O)CC1,-16,-0.5,-2,34,-32,-6,4,1,-13,-4
CCOC(=O)c1c(-c2ccc(C)cc2)csc1NC(=O)/C(C#N)=C/c1ccc(O)c(OC)c1,-8,0.0,3,14,-25,-2,6,-20,-5,nt
COc1ccc(CCNC(=O)C2CCN(C(=O)c3ccc(Br)cc3)CC2)cc1OC,-11,0.5,3,-1,-38,3,2,26,2,nt
COc1ccc(CC(=O)O/N=C(\N)c2ccc(OC)cc2)cc1,11,1.4,-3,-94*,-74,1,0,-86,18,0
CCOc1ccc(CCNC(=O)COC(=O)COc2ccccc2C)cc1OCC,-5,-2.7,0,25,nt,nt,nt,13,-20,-2
O=c1[nH]c2cccnc2n(CCNc2ncc(C(F)(F)F)cc2Cl)c1=O,-2,-0.1,1,26,-46,3,1,18,23,-1
Cc1cccc(N2CCN(Cc3nc(-c4cccc(Cl)c4)oc3C)CC2)n1,-4,-0.3,1,12,1,-3,2,-4,22,1
CCn1nccc1C(=O)Nc1ccc(C)c(C)c1,12,1.6,0,10,-85,11,-5,-178,32,-1
O=c1[nH]c2ccc(Cl)cc2c(-c2ccccc2)c1N1CCN(CCO)CC1,-7,0.3,-1,19,-9,0,2,-18,-2,4
CCN(CC)C(=O)CSc1nc2ccccc2c(=O)n1CCC(=O)NCCc1ccc(OC)c(OC)c1,-3,0.5,0,-10,-23,-2,0,15,-6,0
CCSc1nnc(NC(=O)Cc2ccc(OC)cc2)s1,5,0.3,nt,nt,-8,5,5,6,-15,0
O=C(NCc1ccco1)NC12CC3CC(CC(C3)C1)C2,-2,-0.2,1,40,-52,-6,4,-9,-9,-2
Cc1c(C(=O)N(Cc2ccccc2Cl)C2CCS(=O)(=O)C2)oc2ccccc12 (stereo unspecified),-3,-0.3,-4,22,-5,-1,2,16,-8,0
O=c1c2cc(NC(=S)NCc3cccnc3)ccc2nc2n1CCCCC2,10,1.2,0,26,0,12,1,-43,11,0

# The closing 5 records of the part above are carried over, then new ones follow.
SMILES,HSF1 inh,HIF act,GSK3B inh,AI-2 QS modul,KLF5 inhibitor,IEC-6 cytotox,HSP90 refold inh,aSyn UTR inh,HSF1 activator,GSK3A inh
CCN(CC)C(=O)CSc1nc2ccccc2c(=O)n1CCC(=O)NCCc1ccc(OC)c(OC)c1,-3,0.5,0,-10,-23,-2,0,15,-6,0
CCSc1nnc(NC(=O)Cc2ccc(OC)cc2)s1,5,0.3,nt,nt,-8,5,5,6,-15,0
O=C(NCc1ccco1)NC12CC3CC(CC(C3)C1)C2,-2,-0.2,1,40,-52,-6,4,-9,-9,-2
Cc1c(C(=O)N(Cc2ccccc2Cl)C2CCS(=O)(=O)C2)oc2ccccc12 (stereo unspecified),-3,-0.3,-4,22,-5,-1,2,16,-8,0
O=c1c2cc(NC(=S)NCc3cccnc3)ccc2nc2n1CCCCC2,10,1.2,0,26,0,12,1,-43,11,0
CC(C)n1c(SCc2ccccc2F)nc2c1c(=O)n(C)c(=O)n2C,-5,0.4,1,0,-37,9,3,17,1,nt
Cc1c(C(=O)NC(=S)Nc2ccc3c4c(cccc24)CC3)cccc1[N+](=O)[O-],3,-0.4,1,15,-4,0,2,-24,6,-2
Cc1ccnn1CC(=O)N/N=C/c1ccco1,-4,-0.5,-7,8,-18,-6,-3,-6,-4,-2
N#CC1=C(N)OC2=C(C(=O)CCC2)C1c1ccoc1 (stereo unspecified),10,-0.1,-5,26,-4,-9,-1,4,9,1
CN1CCN(C(=O)c2ccccc2-c2ccccc2C(=O)O)CC1,-3,-0.3,3,13,-16,-4,0,15,13,-1
COc1ccccc1CNC(=O)[C@@H](NC(=O)C1CCN(C(=O)[C@@H]2CCCN2)CC1)C(C)C,-1,-0.2,3,-1,-40,0,-3,18,4,-2
O=C(/C=C/Nc1ccccc1C(F)(F)F)c1ccco1,13,1.7,-2,25,-139,11,5,-321,-9,-1
CCC(c1nnnn1C1CCCC1)N(Cc1cccs1)Cc1cc2cccc(C)c2[nH]c1=O (stereo unspecified),nt,nt,nt,nt,-3,2,0,nt,nt,-3
CCCCOC(=O)c1ccc(NC(=O)CSC2=Nc3ccccc3C3CC=NN23)cc1 (stereo unspecified),6,0.1,-20,29,-59,-1,-2,23,7,5
CCOC(=O)c1cc2occc2n1CC(=O)N1CCOCC1,?,nt,0,7,-38,-2,-2,-11,-43,-3
Cc1ccc(CC2SC(N)=NC2=O)cc1 (stereo unspecified),0,-0.4,-6,29,-27,-6,-2,-6,15,0
CCCn1nnnc1NCc1ccc(N(C)C)cc1,-1,-1.5,1,15,-19,-5,-2,5,1,-1
Cc1cc(OCc2nc3ccccc3s2)ccc1N,16,7.4,0,0,-129,1,3,-7,36,0
Clc1ccc(CSc2cc3c(nn2)-c2ccccc2CC3)cc1Cl,2,0.1,1,27,15,6,0,-8,6,-2
CCCC(=O)N1CCc2[nH]c3ccccc3c2C1,2,0.7,0,25,21,4,1,7,20,-2
Cc1cccc(OCC(=O)N/N=C\c2cccn2C)c1C,-7,-0.1,-1,28,-6,2,-2,-10,17,0
CCOc1ccc(NC(=O)C2CCCN2S(=O)(=O)c2ccc3c(c2)C(C)(C)C(=O)N3C)cc1 (stereo unspecified),4,-0.2,0,25,-5,-7,-1,18,7,0
O=C(CCSc1nc(-c2ccco2)cc(C(F)(F)F)n1)N1CCN(c2ccccn2)CC1,10,-0.2,-1,-2,-14,7,-2,-6,12,-1
O=S(=O)(Cc1noc(-c2ccc(OC(F)(F)F)cc2)n1)c1ccc(F)cc1,-1,0.6,2,7,-43,-2,-3,-30,9,-4
COC(/C=C/Nc1ccc(Cl)cc1)=C(C#N)C#N,-4,0.7,0,-1,3,6,3,-23,-4,1
O=C(CC1SC(=Nc2ccc(OC(F)F)cc2)N(CCC2=CCCCC2)C1=O)Nc1ccccc1F (stereo unspecified),15,-12,9,12,-16,1,5,9,29,-1
Cc1ccc(C(=O)Nc2ccc3c(c2)OCO3)cc1Cl,30,1.4,-5,21,-88,8,0,-123,6,1
CCCc1c(C(=O)N/N=C/c2cccc3ccccc23)nnn1-c1nonc1N,4,0.0,2,10,-5,7,4,7,-5,-3
CC(C)C(C)NC(=O)Cn1cnc2c(oc3ccccc32)c1=O (stereo unspecified),6,2.3,0,19,-7,-3,-8,3,-3,-4
COc1ccc(-n2nnnc2SCC(=O)c2ccc(O)c(O)c2)cc1,0,-0.2,-2,-4,-34,9,-2,-10,7,-1
CC(C)(/C=N/O)/[N+]([O-])=C/C=[N+](\[O-])C(C)(C)/C=N/O,-6,0.3,1,23,-8,6,-2,22,-8,-1
CC(C)[C@@H](N)C(=O)NCC1CCC(C(=O)N[C@@H](Cc2ccccc2)C(=O)O)CC1 (stereo partly specified),-4,0.2,4,22,-38,-3,0,7,8,-1
Cc1nnc(NC(=O)C2CCCN2S(=O)(=O)c2ccc(Cl)cc2)s1 (stereo unspecified),-3,0.0,-2,18,16,9,5,-14,4,-1
CCCC(=O)N1CC(=O)Nc2ccc(C)cc2C1c1ccccc1 (stereo unspecified),12,-0.4,1,8,3,-1,4,-2,12,0
c1cncc(-c2nnc(-c3ccco3)o2)c1,3,0.1,1,8,-35,-4,-3,-13,-12,2

# Shown as a hit in AI-2 QS modul, among the entries above:
SMILES	HSF1 inh	GSK3B inh	AI-2 QS modul	KLF5 inhibitor	HSP90 refold inh	aSyn UTR inh	HSF1 activator	GSK3A inh
COc1ccc(CC(=O)O/N=C(\N)c2ccc(OC)cc2)cc1	11	-3	-94*	-74	0	-86	18	0

# 3 compounds from above, ordered by the number in HSF1 inh, highest first:
SMILES,HSF1 inh
O=C(CCSc1nc(-c2ccco2)cc(C(F)(F)F)n1)N1CCN(c2ccccn2)CC1,10
CCOc1ccc(NC(=O)C2CCCN2S(=O)(=O)c2ccc3c(c2)C(C)(C)C(=O)N3C)cc1 (stereo unspecified),4
COC(/C=C/Nc1ccc(Cl)cc1)=C(C#N)C#N,-4

# Additional records follow.
SMILES,HSF1 inh,HIF act,GSK3B inh,AI-2 QS modul,KLF5 inhibitor,IEC-6 cytotox,HSP90 refold inh,aSyn UTR inh,HSF1 activator,GSK3A inh
CCOC(=O)C(CC)n1cnc2c(nnn2-c2ccc(OC)cc2)c1=O (stereo unspecified),-5,-0.1,-1,10,-36,-9,1,5,-3,-2
CC(Oc1cccc(Cl)c1)C(=O)Nc1ccccc1N1CCCCC1 (stereo unspecified),-1,-0.2,-1,22,nt,nt,nt,27,-5,0
O=C(N/N=C/c1coc2ccc(Cl)cc2c1=O)c1ccncc1,-6,0.5,-1,31,-20,-10,-5,-34,-19,11
COC(=O)c1ccccc1NC(=S)NC(NC(=O)c1ccccc1[N+](=O)[O-])C(Cl)(Cl)Cl (stereo unspecified),0,-0.1,1,13,13,-1,2,-22,-6,0
Cc1cccc(NC(=S)N/N=C/c2cccc(O)c2)c1C,2,-0.2,-4,-9,38,13,2,-37,-6,1
CC1(C)OC(=O)C(=CNC(=O)c2c(F)cccc2F)C(=O)O1,1,0.0,-4,22,-16,-2,3,-13,-7,-1
Cc1ccc(C23CC4CC(CC(C(=O)NC(C)C(=O)O)(C4)C2)C3)cc1 (stereo unspecified),-15,-14,2,20,-22,0,0,0,-28,-1
Cn1c(=NC(=O)c2cnccn2)sc2ccccc21,7,2.4,1,27,-86,2,5,-98,29,4
CC(=O)C1C(c2ccccc2)c2c(noc2C)CC1(C)O (stereo unspecified),-8,-0.2,-3,16,-18,-3,6,13,2,1
COC(=O)c1ccc(NC(=O)CC2C(=O)N(C)C(=S)N2Cc2ccc(S(N)(=O)=O)cc2)cc1 (stereo unspecified),7,-0.4,-2,12,-6,-2,4,22,-2,0

# From PubChem
